HTR5A inv ag: HTR5A inverse agonists in luminescence cell assay, primary screen, counter-screen for OPRM1-OPRD1 heterodimer inverse agonist project, full-deck HTS. HTR5A cell line, inverse agonism. inhibition, % at 9.3 µM. 340,000 tested, 0.083% active. AID 504634, 2011; in the data active = inhibition mostly above about 23%, no sharp cut-off; inactive = mostly below about 18%;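 also: 0% = cells with DMSO and 100% = no-cell wells with DMSO; some compounds called inactive have numbers as strong as hits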
Target sequence (P47898 whole entry, looked up): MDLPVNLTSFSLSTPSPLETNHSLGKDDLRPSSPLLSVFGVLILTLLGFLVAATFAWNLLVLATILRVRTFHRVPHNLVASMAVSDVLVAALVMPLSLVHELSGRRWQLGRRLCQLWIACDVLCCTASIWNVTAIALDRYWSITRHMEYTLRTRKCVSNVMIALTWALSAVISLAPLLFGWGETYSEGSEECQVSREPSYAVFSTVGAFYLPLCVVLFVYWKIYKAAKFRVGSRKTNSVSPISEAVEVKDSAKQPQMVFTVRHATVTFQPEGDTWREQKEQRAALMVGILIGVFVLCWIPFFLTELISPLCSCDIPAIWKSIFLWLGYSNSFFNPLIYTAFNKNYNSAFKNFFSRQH
DAGLB inh: DAGLB lipase inhibitors, primary screen, biochemical, fluorescence, HTS; inhibition, % at 5.17 µM; HEK293T DAGLB membrane lysate, EnzChek fluorogenic substrate; Diacylglycerol lipase-beta (Homo sapiens), Q8NCG7; 340,000 tested, 0.059% active; in the data active = inhibition above about 34%;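 also: 0% = enzyme with vehicle and 100% = wells lacking enzyme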
MOR-DOR ag: agonists of OPRM1-OPRD1 heterodimerization, primary screen, cell-based, luminescence | Mu-type opioid receptor (Homo sapiens) + Delta-type opioid receptor (Homo sapiens), … | cells | activation, % at 9.3 µM | 340,000 tested, 0.3% active; in the data active = activation above about 18%;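 also: 0% = vehicle-treated cells and 100% = reference agonist; values of inactives mirror those of a sister screen read the other way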
HTR5A ag ctr: HTR5A agonists in luminescence cell assay, primary screen, counter-screen for OPRM1-OPRD1 heterodimer agonist project, full-deck HTS | 5-hydroxytryptamine receptor 5A (Homo sapiens), P47898 | cell-based | activation, % at 9.3 µM | 340,000 tested, 0.61% active; in the data active = activation mostly above about 9.5%, no sharp cut-off; inactive = mostly below about 7.6%;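 also: 0% = cells with vehicle only and 100% = reference agonist; strong numbers were not always called active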
Arrestin-AP2 inh: inhibitors of beta-arrestin/AP2 binding, primary screen, biochemical, GPCR trafficking, flow cytometry | FITC-arrestin peptide / GST-AP2 beads; AP2 beta2 appendage carries R879A mutation | 340,000 tested, 0.31% active | beta-arrestin 1 C-terminal peptide binding to AP2 beta2-adaptin appendage (human) | inhibition, % at 10 µM;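 active = inhibition above a set limit, near 3 SD of compounds lacking own fluorescence, cut at about 54% in these data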;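 also: plate controls were DMSO wells for no effect and 5 µM unlabelled arrestin peptide for full effect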
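System: GST-tagged AP2 beta2-adaptin appendage (R879A) on 4 µm glutathione beads / Reagent: FITC-arrestin peptide, 50 nM / Detection: HyperCyt-sampled flow cytometry, FL1 channel, ex 488/em 535 nm / Timing: 12 min plus 1 h, RT / Buffer or medium: PBS plus Tween 20 (0.05%) and BSA (0.1%)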
Pemphigus Ab inh: inhibitors of pemphigus antibody binding to DSG3, primary screen, biochemical, bead-based, flow cytometry, scFv-GFP; Desmoglein-3 (Homo sapiens), P32926; DSG3-coupled beads, scFv-anti-DSG3-GFP binding; active compounds read low; binding (percent of control), % at 10 µM; 310,000 tested, 0.48% active;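 active = binding more than 3 SD below its plate's average and above zero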;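 also: hits lower antibody fragment binding to DSG3; some compounds called inactive have numbers as strong as hits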
PKA-R2B act: activators of PKA-R2B holoenzyme, primary screen, biochemical, fluorescence polarization, Cy5-IP20, human | activation, % at 11.4 µM | 340,000 tested, 0.079% active | cAMP-dependent protein kinase catalytic subunit beta (Homo sapiens) + cAMP-dependent … | PKA-R2B holoenzyme dissociation; R2B truncated from residue 108, S112A mutant; 0% DMSO only, 100% 113 µM cGMP;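 active = activation above a cutoff set at the mean over all compounds plus 3 SD, cut at about 18% in these data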;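 also: higher means more holoenzyme dissociation and a rise in polarization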
Target sequence (P31323 whole entry, looked up, other chains not shown, the tested form may be a part): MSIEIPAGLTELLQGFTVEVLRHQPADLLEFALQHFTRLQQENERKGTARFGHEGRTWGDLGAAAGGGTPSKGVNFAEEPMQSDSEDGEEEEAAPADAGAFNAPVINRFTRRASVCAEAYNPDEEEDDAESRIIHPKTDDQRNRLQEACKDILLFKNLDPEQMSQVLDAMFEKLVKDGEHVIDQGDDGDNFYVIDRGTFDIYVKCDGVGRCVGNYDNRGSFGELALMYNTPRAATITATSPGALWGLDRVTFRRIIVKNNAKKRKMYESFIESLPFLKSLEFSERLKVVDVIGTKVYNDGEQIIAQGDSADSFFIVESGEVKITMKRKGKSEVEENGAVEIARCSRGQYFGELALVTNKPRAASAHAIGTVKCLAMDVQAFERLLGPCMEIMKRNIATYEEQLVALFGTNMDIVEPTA
OPRM1-OPRD1 inv: inverse agonists of MOR-DOR heterodimerization, primary screen, cell-based, luminescence. inhibition, % at 9.3 µM. cell-based MOR-DOR heterodimer luminescence, inverse agonism. 340,000 tested, 0.21% active. Mu-type opioid receptor (Homo sapiens) + Delta-type opioid receptor (Homo sapiens), …. AID 504357, 2011; in the data active = inhibition above about 22%, passing the limit was not always enough;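 also: 0% = cells with DMSO and 100% = wells without cells with DMSO; values of inactives mirror those of a sister screen read the other way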
V-ATPase pHluor: regulators of yeast V-ATPase proton pumping, primary screen, pHLuorin cytosolic pH fluorescence. response, % at 10 µM. AID 504577, 2011. S. cerevisiae. 350,000 tested, 0.37% active; in the data active = response mostly above about 7.3%, no sharp cut-off; inactive = mostly below about 5.4%; also: actives read high; inactives centre near 0; some compounds called inactive have numbers as strong as hits; reference of the scale not given here
PKA-R1A act: activators of PKA-R1A holoenzyme, primary screen, biochemical, fluorescence polarization, Cy5-IP20, bovine R1A, mouse PKAc. 340,000 tested, 0.083% active. cAMP-dependent protein kinase type I-alpha regulatory subunit (Bos taurus) + …. PKA-R1A dissociation; scaled: DMSO 0%, 113 µM cGMP 100%. AID 504707, 2011. activation, % at 11.4 µM;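 active = percent activation above the mean of all tested compounds plus 3 SD, cut at about 19% in these data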;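 also: higher means more PKAc released from R1A so a rise in polarization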
Active calls of the source: *; x = no result given.

SMILES	HTR5A inv ag	DAGLB inh	MOR-DOR ag	HTR5A ag ctr	Arrestin-AP2 inh	Pemphigus Ab inh	PKA-R2B act	OPRM1-OPRD1 inv	V-ATPase pHluor	PKA-R1A act
CN(C)C(=O)CSc1cnc2ccccc2n1	5.0	-2.7	0.0	-3.3	-5.6	106.7	0.6	-0.1	2.5	2.4
O=C(Nc1nnc(-c2ccncc2)o1)c1ccccc1	-9.6	1.9	-1.5	3.4	-2.8	104.5	-0.9	7.5	-2.6	0.0
CC(C)(C)c1ccc(C2(C)NC(=O)N(CC(=O)c3ccc[nH]3)C2=O)cc1 (configuration not stated)	2.9	-1.3	1.3	-4.6	2.4	84.2	-10.1	-7.0	4.4	-6.2
COc1ccc(NC(=O)C(OC(=O)c2cnc(C)cn2)c2ccccc2)cc1Cl (configuration not stated)	8.0	3.1	-3.2	0.0	-7.2	96.4	-0.2	17.1	-3.3	-4.6
NC(=O)c1ccc(NC(=O)COC(=O)CCCOc2ccccc2)cc1	6.3	0.5	-2.7	-2.3	-3.0	100.1	-13.3	14.1	-0.8	-7.8
COc1ccc(Cn2c(SCC#N)nc3ccc(N4CCOCC4)cc3c2=O)cc1	1.8	3.0	-1.2	-0.7	-25.5	114.0	2.6	5.5	1.1	-10.0
Cc1ccc2nc(N(CCCN(C)C)C(=O)c3ccco3)sc2c1	-17.8	-0.7	-2.2	5.7	11.2	98.6	-14.6	11.7	-3.3	-7.9
COCCN(C(=S)Nc1c(C)cccc1C)C(C)c1cccs1 (configuration not stated)	-19.6	-3.2	-0.3	-5.0	2.3	99.5	-4.8	1.4	-3.9	7.5
C=C(C)c1nc(N)nc(N)n1	2.2	-0.4	-3.0	3.6	3.9	89.8	0.6	13.5	4.2	-3.9
CC(=O)c1cc2c(cc1NS(=O)(=O)c1ccccc1)OCO2	-2.7	-3.0	0.0	2.4	3.7	108.5	-1.0	0.0	-1.9	12.2
S=c1[nH]nc(-c2ccncc2)n1Cc1ccccc1	-28.5	-1.2	2.7	10.9	-6.2	97.0	4.6	-17.1	0.4	-1.6
COCCNC(=O)C(c1ccco1)N(Cc1ccc(OC)cc1)C(=O)Cn1nnc2ccccc21 (configuration not stated)	-24.9	0.2	1.6	1.5	5.8	102.1	-4.8	-7.8	0.5	3.9
COc1cccc2cc(C(=O)N(C)C)c(=O)oc12	-13.3	-2.2	-0.1	5.1	14.7	x	-2.5	0.5	1.5	4.2
COc1ccc(C(=O)C2CCCN(C(=O)c3cccs3)C2)cc1F (configuration not stated)	-7.8	-3.6	-0.3	3.0	6.8	88.7	-7.6	1.4	2.8	-9.9
Fc1ccc(Nc2cccc3nccnc23)cc1	-2.3	5.5	0.3	0.7	48.2	105.5	-5.4	-1.7	-1.3	14.5
CCCn1ncc(CN2CCC(CO)(CC3CCCCO3)CC2)c1C (configuration not stated)	10.4	2.0	-2.8	-3.7	-2.5	110.1	4.2	14.8	0.7	-12.9
O=C(COc1ccccc1Cl)Nc1ccccc1C(=O)N1CCCCC1	-4.3	-3.9	-2.6	1.2	4.1	102.4	-4.9	13.9	-3.9	2.3
COc1ccc(C2=CC3=C(Br)C(=O)C(C)(OC(=O)C4CCCC4)C(=O)C3=CO2)cc1 (configuration not stated)	6.5	16.2	0.3	3.6	5.7	86.0	-10.6	-1.9	1.1	7.2
CCOC(=O)c1sc(=NC(=O)c2cc(OC)c(OC)c(OC)c2)n(C)c1C	-8.5	-3.1	0.1	3.3	2.7	102.2	-4.7	-0.6	2.7	5.5
CC(C)Cc1nc2oc3c(Cl)ncnc3c2c2c1CCC2	7.8	-4.6	-0.2	2.5	4.6	102.6	-5.9	1.1	6.7	-1.7
CCc1ccc(N(CC(=O)N2CCCC2)S(C)(=O)=O)cc1	x	-0.4	x	x	x	96.5	-11.4	x	-0.3	-9.7
CC(=O)c1ccccc1NC(=O)CSc1nnc(Cc2csc(C)n2)o1	6.8	0.2	0.5	-0.6	48.7	102.2	0.2	-3.5	-1.7	-7.2
CCC(C)[C@H](NC(=O)Nc1ccccc1F)C(=O)OC (some centres not stated)	-4.2	1.7	-4.0	2.2	10.9	x	-3.2	20.2	-1.6	8.2
O=C(CSc1n[nH]c(-c2ccc(Br)cc2)n1)N1CCOCC1	5.5	0.5	-1.6	-1.4	-0.2	103.1	5.4	7.9	-0.3	7.4
COCCNC(=O)c1ccc(NS(C)(=O)=O)cc1	-12.7	2.2	-2.2	1.9	3.3	101.7	-1.9	12.6	-4.8	0.3

Of the compounds above, these contain two or more sulfur atoms.
SMILES	HTR5A inv ag	DAGLB inh	MOR-DOR ag	HTR5A ag ctr	Arrestin-AP2 inh	Pemphigus Ab inh	PKA-R2B act	OPRM1-OPRD1 inv	V-ATPase pHluor	PKA-R1A act
COCCN(C(=S)Nc1c(C)cccc1C)C(C)c1cccs1 (configuration not stated)	-19.6	-3.2	-0.3	-5.0	2.3	99.5	-4.8	1.4	-3.9	7.5
CC(=O)c1ccccc1NC(=O)CSc1nnc(Cc2csc(C)n2)o1	6.8	0.2	0.5	-0.6	48.7	102.2	0.2	-3.5	-1.7	-7.2

More structures:
SMILES	HTR5A inv ag	DAGLB inh	MOR-DOR ag	HTR5A ag ctr	Arrestin-AP2 inh	Pemphigus Ab inh	PKA-R2B act	OPRM1-OPRD1 inv	V-ATPase pHluor	PKA-R1A act
CC(=O)Nc1ccc(S(=O)(=O)N(C)CC(=O)OCC(=O)Nc2cccnc2Cl)cc1	-4.9	-0.3	3.5	-2.9	8.6	81.8	0.4	-23.8	1.4	-8.9
COc1ccc(C(=O)N(C)CC2CCN(CCc3cccc(C(F)(F)F)c3)CC2)cc1C	10.0	4.0	13.2	-2.7	35.0	116.6	3.0	-61.4	4.3	-3.4
CC(C)[C@H](NC(=O)c1ccco1)C(=O)OCC(=O)NC12CC3CC(CC(C3)C1)C2	0.7	-3.4	-0.8	6.0	32.2	x	2.4	3.9	3.2	2.4
CC1CCCC(C)N1C(=O)COc1ccc([N+](=O)[O-])cc1Cl (configuration not stated)	28.4	0.2	-2.7	0.9	10.0	99.5	5.2	13.5	3.4	-3.9
COc1ccc(NC(=O)C(CC(=O)O)C(C)c2ccccc2)cc1 (configuration not stated)	2.8	-2.1	-1.0	-1.1	36.3	100.4	2.5	5.7	1.9	14.0
NC(=O)c1ccsc1NC(=O)CS(=O)(=O)c1ccc(Cl)cc1	3.8	-0.1	-0.8	-1.0	-2.2	x	-3.1	4.0	3.3	-5.7
COc1ccc(C(=O)Nc2cc(OC)cc(OC)c2)cc1	9.6	-3.8	-2.1	-3.8	-2.2	104.1	2.8	8.7	1.5	-3.0
Cc1oc(-c2ccccc2)cc1C(=O)Nc1cccc(C(=O)O)c1	-29.8	1.4	0.1	3.3	-1.7	111.0	3.6	-0.6	-0.2	-9.6
O=C(c1cc2cc3ccc(Cl)cc3nc2o1)N1CCCCCC1	8.7	0.9	-2.9	2.9	-7.7	81.2	-7.9	14.8	-1.1	-5.4
CCOCCCN(C)C1CCN(C(=O)c2oc3ccccc3c2NC(=O)c2ccc([N+](=O)[O-])cc2)CC1	-10.5	1.8	-0.5	-2.1	-4.7	100.6	-7.5	2.5	-2.3	9.2
CC(C)(C)NC(=O)CN(Cc1cccs1)C(=O)c1csnn1	-14.1	2.3	-0.8	-2.6	-9.2	99.0	-14.8	4.2	-1.2	-0.3
Cc1csc(SCC(=O)Nc2cc([N+](=O)[O-])ccc2F)n1	20.7	-2.0	-3.3	0.5	-3.6	98.7	2.2	12.8	0.7	-1.0
Cc1ccc(CNC(=O)C2CCCN(c3nc4ccsc4c(=O)s3)C2)cc1 (configuration not stated)	-9.8	1.9	-2.0	3.1	-0.8	98.7	4.5	10.8	-1.5	-4.5
Cc1ccc2nc(-c3cccnc3SCC(=O)N3c4ccccc4CC3C)[nH]c2c1 (configuration not stated)	-3.6	-2.1	0.3	4.8	1.9	118.1	-6.3	-1.7	1.0	-12.6
CC1(C)CC(=O)C(C=Nc2ccc3[nH]ncc3c2)=C(O)C1	10.4	-1.0	0.6	-5.0	1.0	106.1	-2.4	-3.4	2.0	2.4
O=C1C=C(c2ccccc2)OC(c2ccccc2)O1 (configuration not stated)	7.6	-3.3	0.5	-3.0	-6.9	90.7	0.4	-2.3	-3.0	-1.9
CCCCn1c(=O)c(-c2ccccc2)c(O)c2ccccc21	-17.7	-6.3	-0.4	6.6	20.9	x	4.6	2.7	-4.1	7.8
Cc1cccc(OCC(=O)N2CCN(C(=O)c3ccco3)CC2)c1	15.5	-1.0	-0.9	-5.8	-7.2	86.6	-3.4	6.8	-0.7	1.0
Cc1cnc(NC(=O)CCN2C(=O)C3CCCCC3C2=O)s1 (configuration not stated)	11.7	-1.2	-4.2	-4.5	-8.1	92.9	-8.1	22.0	-1.9	2.3
O=C(c1ccccc1)N1CCN(C(=O)c2nn3c(C(F)(F)F)cc(-c4ccccc4)nc3c2Br)CC1	-6.5	-0.4	-1.1	5.8	1.2	87.9	-0.6	7.7	-3.0	-10.6
Cc1cc(NC(=O)CN2C(=O)NC(C)(c3ccc(OC(F)F)cc3)C2=O)no1 (configuration not stated)	3.0	-0.6	-0.4	-1.4	-9.4	108.5	0.5	2.1	3.8	-6.2
C=CCNc1nc2c(c(=O)[nH]c(=O)n2C)n1CC(O)COc1ccc2ccccc2c1 (configuration not stated)	-3.2	-3.3	6.7	2.7	1.3	108.7	8.0	-34.0	4.9	1.7
CCc1ncc(/C=C2\C(=O)Nc3ccccc32)[nH]1	-5.2	-0.6	-2.0	11.1	10.0	113.3	-7.1	10.1	1.3	-14.5
COc1ccc(N2CCSC2C(=O)NN)cc1 (configuration not stated)	7.1	2.7	2.1	-1.9	-1.1	106.3	-10.1	-11.4	0.4	-0.3
O=C(c1ccccc1SCc1ccccc1)N1CCCCCC1	18.4	-4.5	-0.5	-1.7	-2.9	105.4	2.2	2.5	-4.1	-12.3
Nc1ncc(Br)cc1N=Cc1ccccc1	-11.8	-3.0	-1.8	-1.3	13.3	83.9	-6.9	9.5	0.8	0.7
CC(C)(C)NC(=O)C(c1ccc(Cl)cc1)N(Cc1ccco1)C(=O)CCl (configuration not stated)	-9.0	-3.5	-3.7	2.4	-6.6	117.2	-2.8	18.4	0.7	-7.0
CC(C)(C)c1ccc(C2=CC(c3ccccc3F)n3ncnc3N2)cc1 (configuration not stated)	-32.3	-7.0	0.4	5.8	-7.7	94.6	-6.6	-2.4	-1.7	-6.2

Hits appear at their usual frequency (roughly 2.4% active in at least one column).
